EP2 mod – modulates human prostaglandin E2 receptor EP2 signaling. P43116. EP2-expressing cells, cAMP HTRF FRET, PGE2 co-stimulation. induction, % at 25 µM. 260,000 tested, 0.83% active. AID 940;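 active means compounds whose cAMP rise, as percent of the full-agonist control response, exceeds 60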;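 further: rat C6 glioma line stably carrying human EP2 under a CMV promoter; the protocol text gives 20 µM as final concentration; 100% = response of wells given 1 µM PGE2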
Target sequence (P43116 whole entry, looked up): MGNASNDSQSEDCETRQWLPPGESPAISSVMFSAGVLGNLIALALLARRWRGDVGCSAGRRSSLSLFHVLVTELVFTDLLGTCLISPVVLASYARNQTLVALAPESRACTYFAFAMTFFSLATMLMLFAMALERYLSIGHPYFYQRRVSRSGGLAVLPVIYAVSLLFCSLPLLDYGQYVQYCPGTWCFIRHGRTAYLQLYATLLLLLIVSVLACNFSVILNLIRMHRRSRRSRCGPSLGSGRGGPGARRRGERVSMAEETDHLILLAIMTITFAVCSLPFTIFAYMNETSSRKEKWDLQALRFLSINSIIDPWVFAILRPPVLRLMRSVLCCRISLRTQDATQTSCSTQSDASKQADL
PGE2 EP2 inh – blocks the human prostaglandin E2 receptor EP2; P43116; C6 glioma cells expressing human EP2, cAMP TR-FRET; cells stimulated with saturating PGE2; 260,000 tested, 0.52% active; inhibition, % at 25 µM;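 active means percent inhibition above 40 after rounding to a whole number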;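 further: rat C6 glioma host cells with rolipram phosphodiesterase inhibitor present; the protocol text gives 20 µM as final concentration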
* = called active by the depositor. An excerpt, so the mix of outcomes need not match the whole.

How did COc1ccc2[nH]c(=O)c(CN(CCO)S(=O)(=O)c3ccccc3F)cc2c1 do in these assays?
EP2 mod: -8; PGE2 EP2 inh: 2

Results for Cc1ccc2c(c1)-c1cc(C)nn1C(c1c[nH]c3ccccc13)N2 (stereo unspecified) ?
EP2 mod: -56; PGE2 EP2 inh: 17

How did COc1ccc(NC(=O)C2CCCCN2)cc1OC (stereo unspecified) do in these assays?
EP2 mod: -7; PGE2 EP2 inh: 14

Results for NC1CS(=O)(=O)CC1N (stereo unspecified) ?
EP2 mod: 11; PGE2 EP2 inh: 12

What do the screens show for `CCS(=O)(=O)c1cc([N+](=O)[O-])c(Br)s1`?
EP2 mod: -119; PGE2 EP2 inh: 74*

Results for CCOC(=O)C1=C(C)OC(N)=C(C#N)C1c1cc2ccc(C)cc2[nH]c1=O (stereo unspecified) ?
EP2 mod: -43; PGE2 EP2 inh: 11

What do the screens show for `Cc1cccc(NC(=O)CSc2nc(C)cc(C)c2C#N)c1`?
EP2 mod: -10; PGE2 EP2 inh: 10

What do the screens show for `C=Cn1ncc(CN(Cc2ccc(C)o2)C2CC(C)(C)NC(C)(C)C2)c1C`?
EP2 mod: -23; PGE2 EP2 inh: 8

Results for CCOc1cccc(C(=O)Nc2ccc(N3CCN(C(C)=O)CC3)cc2)c1 ?
EP2 mod: 4; PGE2 EP2 inh: 5

Results for CCOc1cc(NC(=O)c2cccs2)c(OCC)cc1NC(=O)c1cccs1 ?
EP2 mod: 3; PGE2 EP2 inh: 8

Results for O=C(O)c1ccc(SSc2ccc(C(=O)O)cn2)nc1 ?
EP2 mod: -4; PGE2 EP2 inh: 12

How did O=C(c1ccncc1)N(c1ccc2oc(=O)sc2c1)S(=O)(=O)c1ccc(F)cc1 do in these assays?
EP2 mod: -118; PGE2 EP2 inh: 13

How did Cc1cc(=O)oc2c1c(C)nn2-c1ccc(Cl)c(Cl)c1 do in these assays?
EP2 mod: 17; PGE2 EP2 inh: 13

How did COc1ccc(C(=O)/C=C\Nc2ccc(S(=O)(=O)Nc3cc(C)nc(C)n3)cc2)cc1 do in these assays?
EP2 mod: -43; PGE2 EP2 inh: 13

Results for CC1CCN(CC(C)(C)CN2CCC(O)(c3ccccc3F)CC2)CC1 ?
EP2 mod: -27; PGE2 EP2 inh: 8

How did COc1ccc(N2CC(C(=O)OCC(=O)Nc3cc(Cl)ccc3C)CC2=O)cc1 (stereo unspecified) do in these assays?
EP2 mod: 5; PGE2 EP2 inh: 6

Results for C=CCn1c(SCC(=O)Nc2cccc(OC)c2)nc2sc(C)cc2c1=O ?
EP2 mod: -100; PGE2 EP2 inh: 10

How did CC1(C)N=C(N)N=C(N)N1CCCCc1ccccc1 do in these assays?
EP2 mod: -19; PGE2 EP2 inh: 38

Results for COc1ccc2c(c1)N(C)/C(=C1/SC(=S)N(c3ccccc3)C1=O)S2 ?
EP2 mod: 12; PGE2 EP2 inh: 9

What do the screens show for `COc1cc(/C=C2\SC(=S)N(CC3CCCO3)C2=O)ccc1OC(=O)c1ccccc1C` (stereo unspecified)?
EP2 mod: 3; PGE2 EP2 inh: 10

Gathered by group, the entries above with an aryl thioether with sulfur outside any ring.
What do the screens show for `Cc1cccc(NC(=O)CSc2nc(C)cc(C)c2C#N)c1`?
EP2 mod: -10; PGE2 EP2 inh: 10

Results for C=CCn1c(SCC(=O)Nc2cccc(OC)c2)nc2sc(C)cc2c1=O ?
EP2 mod: -100; PGE2 EP2 inh: 10

Next part:
How did Cc1cc(NS(=O)(=O)c2ccc(NC(=O)CCC(=O)O)cc2)no1 do in these assays?
EP2 mod: -4; PGE2 EP2 inh: 4

How did O=c1cc(CSc2nnc(-c3ccc(Cl)cc3)o2)c2ccccc2[nH]1 do in these assays?
EP2 mod: 2; PGE2 EP2 inh: 12

How did CC1CCN(c2nc3c(c(=O)[nH]2)CCN(Cc2ccc(N4CCOCC4)cc2)C3)CC1 do in these assays?
EP2 mod: -10; PGE2 EP2 inh: 5

How did Nc1cc(=O)[nH]c2n[nH]c(=S)n12 do in these assays?
EP2 mod: -40; PGE2 EP2 inh: 6

What do the screens show for `CC(C)(C)NC(=O)C1CCN(S(=O)(=O)c2cc(Cl)ccc2Cl)CC1`?
EP2 mod: -27; PGE2 EP2 inh: 10

What do the screens show for `CCOc1ccc(Nc2nc(Cc3nnc(SCc4ccc(C)cc4)o3)cs2)cc1`?
EP2 mod: -6; PGE2 EP2 inh: 7

What do the screens show for `CCOc1ccc(C2NC(=O)C(C#N)=C(S)N2c2ccccc2C)cc1OC` (stereo unspecified)?
EP2 mod: -4; PGE2 EP2 inh: 13

Results for O=C(NCc1cccs1)Nc1ccccc1 ?
EP2 mod: -46; PGE2 EP2 inh: 9

Results for O=C1NC2(CCN(CC(=O)N3CCCC(c4ccccc4)C3)CC2)Oc2ccccc21 (stereo unspecified) ?
EP2 mod: -44; PGE2 EP2 inh: 3

What do the screens show for `CCOc1ccccc1NC(=O)CSc1nnc(C2CC2)n1CC`?
EP2 mod: -8; PGE2 EP2 inh: 6

Results for COc1ccc(Cl)cc1NC(=O)Cn1nc(-c2cc(C)oc2C)cc(N)c1=O ?
EP2 mod: -95; PGE2 EP2 inh: 6

Results for COc1ccc(N2C(=O)/C(=C/c3cccs3)C(=O)NC2=S)c(OC)c1 ?
EP2 mod: -105; PGE2 EP2 inh: 11

Results for CC(=O)OC1CCC2C3CCc4cc(O)ccc4C3CCC12C (stereo unspecified) ?
EP2 mod: 31; PGE2 EP2 inh: 15

How did O=C(CNC(=O)c1ccco1)NCCc1ccccc1 do in these assays?
EP2 mod: 8; PGE2 EP2 inh: 7

What do the screens show for `CCC(=O)N1N=C(c2cccc(NS(C)(=O)=O)c2)CC1c1cccc(OC)c1OC` (stereo unspecified)?
EP2 mod: 1; PGE2 EP2 inh: 11

How did S=C(S)NCCN1CCNCC1 do in these assays?
EP2 mod: 11; PGE2 EP2 inh: 15

Results for CCn1c(N2CCC(C(=O)Nc3ccc(N4CCOCC4)cc3)CC2)nc2ccccc21 ?
EP2 mod: -12; PGE2 EP2 inh: 7

What do the screens show for `COc1ccc2nc(NC(=O)CSc3nnnn3-c3ccc(C)cc3C)sc2c1`?
EP2 mod: -94; PGE2 EP2 inh: 7

How did Cc1ccc(NC(=O)Cn2nnc(-c3ccc4c(c3)OCO4)n2)cc1F do in these assays?
EP2 mod: -5; PGE2 EP2 inh: 9

Results for COc1ccc2c(c1)NC1(CCN(C(=O)c3cc(C)oc3C3CC3)CC1)c1cccn1-2 ?
EP2 mod: -37; PGE2 EP2 inh: 11

What do the screens show for `Oc1ccc(Cl)cc1Cc1cc(Cl)cc(Cc2cc(Cl)ccc2O)c1O`?
EP2 mod: 7; PGE2 EP2 inh: 58*

What do the screens show for `COc1cc(/C=C/C(=O)N2CCN(c3ccccc3F)CC2)cc(OC)c1OC`?
EP2 mod: -82; PGE2 EP2 inh: 14

Results for Cc1ccc(N(C(=O)c2ccccn2)C(C(=O)NC2CCCCC2)c2ccncc2)cc1 (stereo unspecified) ?
EP2 mod: -15; PGE2 EP2 inh: 5

How did COc1ccccc1-c1ccc(=O)n(CC(=O)NC2CCCCC2)n1 do in these assays?
EP2 mod: -29; PGE2 EP2 inh: 16

Results for COC(=O)Cn1cnc2sc(C)c(-c3ccc(Cl)cc3)c2c1=O ?
EP2 mod: 26; PGE2 EP2 inh: 14

What do the screens show for `Cc1nc(NN)nc(NCc2ccccc2)n1`?
EP2 mod: -69; PGE2 EP2 inh: 12

Results for COCC(=O)Nc1ccc(S(=O)(=O)Nc2onc(C)c2C)cc1 ?
EP2 mod: 8; PGE2 EP2 inh: 9

Results for CCCn1c(SCC(=O)Nc2nc(C)c(C)s2)nnc1-c1ccco1 ?
EP2 mod: -40; PGE2 EP2 inh: 6

What do the screens show for `Cc1ccc(-n2nnnc2SCC(=O)NCc2ccc3c(c2)OCO3)c(C)c1`?
EP2 mod: -18; PGE2 EP2 inh: 7

What do the screens show for `CC[C@@H]1CC(=O)N(SC[C@H](N)C(=O)O)C1=O`?
EP2 mod: 5; PGE2 EP2 inh: 7

How did N#Cc1cc2c(nc1SCCC1OCCO1)CCCC2 do in these assays?
EP2 mod: 3; PGE2 EP2 inh: 9

Results for CC(C)OCCCNCc1cc2c(C(C)(C)C)nn(-c3ccccc3)c2[nH]c1=O ?
EP2 mod: -19; PGE2 EP2 inh: 7

What do the screens show for `c1ccc2c(c1)C(=Nc1ccc(N=C3c4ccccc4-c4ccccc43)cc1)c1ccccc1-2`?
EP2 mod: -8; PGE2 EP2 inh: 45*

How did O=C1CC(c2ccccc2)CC(=O)N1c1nn[nH]n1 do in these assays?
EP2 mod: 10; PGE2 EP2 inh: 8

Results for COc1ccc(C(O)CN2CCC(O)(c3ccc4c(c3)OCO4)CC2)cc1 (stereo unspecified) ?
EP2 mod: -10; PGE2 EP2 inh: 6

What do the screens show for `CC1=C(C#N)c2nc(N)c(C#N)c(C)c2/C1=C\c1ccc(-c2cc(C(=O)O)ccc2Cl)o1`?
EP2 mod: -18; PGE2 EP2 inh: 9

How did COc1ccc(C2C(C(=O)c3ccc(C)o3)=C(O)C(=O)N2CCc2ccccc2)cc1OC (stereo unspecified) do in these assays?
EP2 mod: 30; PGE2 EP2 inh: 12

Results for Cc1cc(C)c2c(c1)cc(C)c1nnc(SCC(=O)Nc3ccc4c(c3)OCO4)n12 ?
EP2 mod: -11; PGE2 EP2 inh: 10

What do the screens show for `CCOc1ccc(C(C(=O)NC2CCCC2)N(C(=O)c2ccco2)c2ccc3c(c2)OCCO3)cc1` (stereo unspecified)?
EP2 mod: 3; PGE2 EP2 inh: 7

Results for OC(CN1CCC(O)(c2ccc3c(c2)OCO3)CC1)c1ccc2c(c1)OCCO2 (stereo unspecified) ?
EP2 mod: -7; PGE2 EP2 inh: 6

What do the screens show for `CC(=O)COC(=O)c1cc(-c2ccccc2)nc2ccc(Br)cc12`?
EP2 mod: 68*; PGE2 EP2 inh: 25

How did CC1CCCCN1CC(=O)Nc1ccc(F)cc1 (stereo unspecified) do in these assays?
EP2 mod: -24; PGE2 EP2 inh: 12

What do the screens show for `CCOc1ccc(NC(=O)c2sc(NC(=O)c3ccco3)c(C(=O)OC)c2C)cc1`?
EP2 mod: 27; PGE2 EP2 inh: 12

How did Cc1ccnc(NS(=O)(=O)c2ccc(NS(=O)(=O)c3ccc(F)cc3)cc2)n1 do in these assays?
EP2 mod: 11; PGE2 EP2 inh: 6

Results for CCOC(=O)C(C)n1nc(CC)n2c(cc3oc(C)cc32)c1=O (stereo unspecified) ?
EP2 mod: -39; PGE2 EP2 inh: 4

How did O=S(=O)(Nc1ccc(S(=O)(=O)N2CCCCC2)cc1)c1ccc(F)cc1 do in these assays?
EP2 mod: 32; PGE2 EP2 inh: 19

Results for Cc1nc(SCC(=O)c2cccs2)c2c(C)c(C)sc2n1 ?
EP2 mod: -27; PGE2 EP2 inh: 6

What do the screens show for `O=C(NCc1nc(-c2cccnc2)n[nH]1)C(c1ccccc1)C1CCCCC1` (stereo unspecified)?
EP2 mod: 25; PGE2 EP2 inh: 10

What do the screens show for `C#CCn1cc(CN2CCc3c(nc(N4CCOCC4)[nH]c3=O)C2)c2ccccc21`?
EP2 mod: -17; PGE2 EP2 inh: 11

What do the screens show for `Cc1sc2nc(C)n3c(=O)n(CC(=O)NCc4ccco4)nc3c2c1C`?
EP2 mod: -53; PGE2 EP2 inh: 10

Structural class: the entries above containing a tert-butyl group (two)
What do the screens show for `CC(C)(C)NC(=O)C1CCN(S(=O)(=O)c2cc(Cl)ccc2Cl)CC1`?
EP2 mod: -27; PGE2 EP2 inh: 10

Results for CC(C)OCCCNCc1cc2c(C(C)(C)C)nn(-c3ccccc3)c2[nH]c1=O ?
EP2 mod: -19; PGE2 EP2 inh: 7

Going on with the list:
What do the screens show for `CCn1nnc(NC(=O)COc2ccccc2)n1`?
EP2 mod: -13; PGE2 EP2 inh: 5

What do the screens show for `CS(=O)(=O)Nc1ccc(Nc2c3ccccc3nc3ccccc23)cc1`?
EP2 mod: -18; PGE2 EP2 inh: 64*

How did CC(=O)NC(Cc1ccccc1)C(=O)NC1CCN(C(=O)c2ccc(C)cc2)CC1 (stereo unspecified) do in these assays?
EP2 mod: -10; PGE2 EP2 inh: 8

What do the screens show for `CC(C)c1nnc(NC(=O)CC2CC3CCC2C3)s1` (stereo unspecified)?
EP2 mod: -20; PGE2 EP2 inh: 13

Results for Cc1cc2nnc(SCC(=O)NNC(=O)COc3ccc(Cl)cc3)n2c2ccccc12 ?
EP2 mod: -50; PGE2 EP2 inh: 34

How did CC(C)c1nnc(NS(=O)(=O)c2ccc(F)cc2)s1 do in these assays?
EP2 mod: -25; PGE2 EP2 inh: 19

How did CCn1c(Cc2ccccc2)nnc1SCC(N)=O do in these assays?
EP2 mod: 6; PGE2 EP2 inh: 21

Results for Nc1nc(Cc2ccccc2)nc(Cc2ccccc2)c1-c1ccccc1 ?
EP2 mod: 67*; PGE2 EP2 inh: 39

How did Cc1ccc(-c2cc(N)c(=O)n(CC(=O)N3CCc4ccccc43)n2)o1 do in these assays?
EP2 mod: -63; PGE2 EP2 inh: 8

Results for CCN1c2ncccc2C(=O)NC12CCN(C(=O)C(C)n1ncc3ccccc3c1=O)CC2 (stereo unspecified) ?
EP2 mod: -18; PGE2 EP2 inh: 10

What do the screens show for `COc1ccc(OC)c(N(CC(=O)N2CCN(Cc3ccc4c(c3)OCO4)CC2)S(C)(=O)=O)c1`?
EP2 mod: -10; PGE2 EP2 inh: 10

How did O=C(CN1C(=O)c2ccccc2S1(=O)=O)Nc1ccccc1Sc1ccccc1 do in these assays?
EP2 mod: 9; PGE2 EP2 inh: 15

How did C=C(C)Cn1c(SCCC)nc2c1c(=O)[nH]c(=O)n2C do in these assays?
EP2 mod: 28; PGE2 EP2 inh: 11

What do the screens show for `CCn1c(=O)c(C(=O)NNC(=O)c2ccccc2F)c(O)c2ccccc21`?
EP2 mod: -63; PGE2 EP2 inh: 10

Screening data (PubChem)
